From PubChem BioAssay
MITF TRPM1 inh: MITF TRPM1 promoter inhibition in SK-MEL-5 cells; inhibition, % at 12.5 µM; SK-MEL-5 TRPM1 promoter luciferase, 24 h; actives 0.83% (n = 330,000);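 active = mean inhibition across replicates of 60% or more, whatever share of single replicates reaches that level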; note: values of inactives mirror those of a sister screen read the other way
CF NFkB block: inhibitors of cystic fibrosis induced NF-kB. KKLEB NF-kB-GFP reporter, PAF-induced, GFP fluorescence overnight. inhibition, % at 5 µM. actives 0.86% (n = 360,000). AID 588850;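 active = at least 50% inhibition at 5 µM, scaled per plate between neutral and stimulator controls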;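 note: PAF is a Pseudomonas aeruginosa culture filtrate used as stimulus; plate controls were PAF-stimulated DMSO wells for no effect and unstimulated DMSO wells for full effect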
KKLEB tox: reduces viability of KKLEB cystic fibrosis airway cells. KKLEB CF airway cells viability, ATPlite luminescence, overnight; active compounds read low; cells stimulated with P. aeruginosa culture filtrate. activity change (cytotoxicity), % at 5 µM. actives 0.36% (n = 360,000);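 active = corrected activity change at or below -50% at 5 µM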
Shn3 3UTR inh: inhibitors of Schnurri-3 3'UTR reporter in osteoblasts; Clone20 osteoblast Shn3 3'UTR firefly luciferase, 24 h; inhibition, % at 12.5 µM; actives 0.52% (n = 360,000);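 active = mean inhibition of at least 75% with every replicate also reaching 75%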;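 note: 0% = median of neutral control wells and 100% = pilot-screen positive control compound; some compounds past the cut are filed as inactive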
NR2E3 ag-1: agonists of human nuclear receptor NR2E3; GST-NR2E3/biotin-RetCOR TR-FRET, 1536-well; AID 2300; actives 0.12% (n = 320,000); inhibition of corepressor binding, % at 4.78 µM;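 active = percent inhibition above the cutoff of mean plus 3 SD of all tested compounds, set per screening campaign, cut at about 20% in these data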;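 note: 0% = DMSO wells and 100% = biotin wells as full block of FRET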
Target sequence (Q9Y5X4 whole entry, looked up): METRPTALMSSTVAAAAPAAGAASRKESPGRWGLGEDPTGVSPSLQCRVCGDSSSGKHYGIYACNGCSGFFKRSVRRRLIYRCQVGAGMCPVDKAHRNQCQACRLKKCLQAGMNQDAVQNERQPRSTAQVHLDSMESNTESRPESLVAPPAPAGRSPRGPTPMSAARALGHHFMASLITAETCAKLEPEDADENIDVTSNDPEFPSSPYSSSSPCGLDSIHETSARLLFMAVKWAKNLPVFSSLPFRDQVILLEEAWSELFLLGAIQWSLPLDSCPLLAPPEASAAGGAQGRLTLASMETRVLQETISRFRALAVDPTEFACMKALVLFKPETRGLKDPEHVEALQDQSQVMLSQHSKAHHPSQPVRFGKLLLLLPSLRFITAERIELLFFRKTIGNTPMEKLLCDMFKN
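Material: NR2E3–RetCOR corepressor complex / Incubation: Compound–protein incubation for 5 h at 4 °C / Dosing: compound at 4.8 µM, single dose / Detection: time-resolved FRET / Benchmarks: high control biotin, low control 0.6% DMSO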
C8 TRAIL sens: caspase-8 TRAIL sensitization. AID 624354. NB7+C8 cells + TRAIL, ATPlite viability luminescence. actives 1% (n = 360,000). inhibition (viability loss, TRAIL sensitization), % at 10 µM;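 active = compounds causing at least 50% loss of cell viability in the single-dose screen, relative to plate controls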
iPSC survival up: increases survival of single human iPS cells. hiPSC single-cell survival, ATPlite luminescence; 100% = ROCK inhibitor wells, 0% = DMSO. survival enhancement, % at 20 µM. actives 0.044% (n = 360,000). AID 602274; in the data active = survival enhancement above about 18%;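 note: cells exposed to compounds for 16 hours before the ATP read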
HIF-2a block: blocks HIF-2a reporter activity | 786-0 RCC cells HIF-2a reporter, luciferase luminescence, overnight | inhibition, % at 18.8 µM | actives 0.72% (n = 360,000) | AID 624352;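 active = inhibition of the luminescence signal of 40% or more relative to plate controls, in a single-dose primary screen at 18.75 µM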
NR2E3 ag-2: human photoreceptor-specific nuclear receptor agonism; AID 602229; actives 0.35% (n = 360,000); CHO-S Gal4-NCOR/VP16-NR2E3 two-hybrid, luciferase; inhibition of corepressor binding, % at 3.98 µM;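 active = inhibition above the mean of all tested compounds plus 3 SD, cut at about 70% in these data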;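 note: 0% = DMSO with NR2E3 transfected cells and 100% = cells lacking NR2E3 construct; higher means lower luciferase signal from less NR2E3 corepressor binding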
LMP1 NFkB inh: reduces LMP1-driven NF-kappaB luciferase signal; inhibition, % at 12.5 µM; actives 0.69% (n = 350,000); LMP1-induced NF-kappaB luciferase reporter cells, luminescence; AID 504558; in the data active = inhibition above about 41%;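 note: 0% = neutral control wells and 100% = reference inhibitor control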
Peg3 promoter: reduces Peg3 promoter-driven luciferase expression in HeLa; actives 1.7% (n = 360,000); inhibition, % at 20 µM; HeLa PEG-Prom luciferase reporter, luminescence, overnight;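 active = inhibition of at least 50% at 20 µM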
Starred values were filed as active, the others as inactive; x = not tested or not shown; & = joins results of further samples.

Compound,MITF TRPM1 inh,CF NFkB block,KKLEB tox,Shn3 3UTR inh,NR2E3 ag-1,C8 TRAIL sens,iPSC survival up,HIF-2a block,NR2E3 ag-2,LMP1 NFkB inh,Peg3 promoter
CC1=NN(c2ccccc2)C(=O)C1,18,-32,23,15,11,-5,1.4,10,5,-5,-7
CN1CCC(=C2c3ccccc3CCc3sccc32)CC1,-6,6,6,0,1,-4,-1.8,8,-20,-5,-9
CC(=O)NCCCCCC(=O)O,x,10,4,-15,x,-2,-1.2,-5,11,x,0
CC1(C)OC2CC3C4CC(F)C5=CC(=O)C=CC5(C)C4(F)C(O)CC3(C)C2(C(=O)CO)O1 (centres undefined),-13,75*,40,6,4,0,0.0,14,-6,12,-7
CCOc1ccc(S(=O)(=O)N2CCCCCC2)c2ccccc12,-4,22,-9,0,1,-22,-1.6,-1,76*,12,20
CC(C)Cn1cnc2c1c(=O)n(C)c(=O)n2C,-7,5,-3,-11,1,-1,1.6,7,0,-3,4
O=C(Cn1ccnc1[N+](=O)[O-])NCCO,x,-22,-8,0,x,-5,1.3,-6,0,x,-5
COc1c(O)cc2c(c1O)C1OC(CO)C(O)C(O)C1OC2=O (centres undefined),1,-20,-16,-21,2,-19,0.1,10,11,0,2
CC(=O)N1C[C@H](O)C[C@H]1C(=O)O,7,-25,0,-9,-1,-3,-1.7,3,-30,-10,10
COc1ccccc1OCC(O)COC(N)=O (centres undefined),13,7,38,-9,-2,-4,0.6,-1,2,-6,-8
O=C1N(c2ccccc2)c2ccccc2C1(Cc1ccncc1)Cc1ccncc1,-6,-10,3,11,3,-2,-1.1,2,-19,5,-5
CCCCCCCCO,0,8,0,3,-2,-6,-0.7,0,5,-2,-15
CCCn1ncc(CN2CCCC(C(=O)c3cccc(OC(C)C)c3)C2)c1C (centres undefined),0,13,-4,x,-3,-8,-0.6,13,4,-5,12
CC(C)(CO)[C@@H](O)C(=O)NCCC(=O)O,1,1,12,-5,-2,10,2.0,9,-17,8,3
N=C(N=C(N)N)N1CCOCC1,1,-12,-8,-17,5,-2,-0.8,3,-8,-8,-4
CN(C)CCCN1c2ccccc2Sc2ccccc21,-4,-1,6,14,-5,15,-2.8,4,9,8,-15
Cc1cc(C)nc(/N=C(\N)Nc2ccc(S(N)(=O)=O)cc2)n1,-4,-4,-3,-2,0,2,-1.4,-7,-5,5,12
Cc1coc2c1C(=O)C(=O)c1c-2ccc2c1CCCC2(C)C,93*,70*,-16,-11,-1,33,-0.1,-45,-14,-4,69*
CC(C)=CC(=O)O[C@@H]1Cc2cc3ccc(=O)oc3cc2OC1(C)C,9,-10,8,-3,3,11,-4.5,-3,-21,2,9
NC(=O)NC(CCC(=O)O)C(=O)O (centres undefined),-2,8,-4,11,-1,-5,0.4,16,-4,-1,12
NS(=O)(=O)c1cc2c(cc1C(F)(F)F)NC(Cc1ccccc1)NS2(=O)=O (centres undefined),16,-10,18,4,3,-14,-1.5,8,-17,-4,5
C[C@H]1c2cccc(O)c2C(=O)C2C(=O)C3(O)C(=O)C(C(N)=O)C(=O)[C@@H](N(C)C)[C@@H]3[C@@H](O)[C@@H]21 (some centres undefined),4,5,9,11,x,-12,-1.9,12,-3,7,4
O=C(O)COC(=O)Cc1ccccc1Nc1c(Cl)cccc1Cl,1,8,-20,5,0,-12,-3.1,8,-33,-5,4
Cc1nc2c3ccccc3nc(NNC(=O)CCC(=O)N3CCN(c4ccccc4)CC3)n2n1,-10,0,-2,5,1,-6,-0.6,8,2,1,5
CCC[C@H](N[C@@H](C)C(=O)N1[C@H](C(=O)O)C[C@@H]2CCCC[C@@H]21)C(=O)OCC,1,6,-11,3,2,-3,1.2,7,-10,-2,-5

Complete entries, quoted from the list. Screens in order: MITF TRPM1 inh | CF NFkB block | KKLEB tox | Shn3 3UTR inh | NR2E3 ag-1 | C8 TRAIL sens | iPSC survival up | HIF-2a block | NR2E3 ag-2 | LMP1 NFkB inh | Peg3 promoter
Entry for CCCCCCCCO = 0 | 8 | 0 | 3 | -2 | -6 | -0.7 | 0 | 5 | -2 | -15
Entry for CCC[C@H](N[C@@H](C)C(=O)N1[C@H](C(=O)O)C[C@@H]2CCCC[C@@H]21)C(=O)OCC = 1 | 6 | -11 | 3 | 2 | -3 | 1.2 | 7 | -10 | -2 | -5
Entry for O=C(O)COC(=O)Cc1ccccc1Nc1c(Cl)cccc1Cl = 1 | 8 | -20 | 5 | 0 | -12 | -3.1 | 8 | -33 | -5 | 4
Entry for CC(=O)N1C[C@H](O)C[C@H]1C(=O)O = 7 | -25 | 0 | -9 | -1 | -3 | -1.7 | 3 | -30 | -10 | 10
Entry for NS(=O)(=O)c1cc2c(cc1C(F)(F)F)NC(Cc1ccccc1)NS2(=O)=O (centres undefined) = 16 | -10 | 18 | 4 | 3 | -14 | -1.5 | 8 | -17 | -4 | 5

Three entries from above, ordered by molar mass, lowest first.
Compound,MITF TRPM1 inh,CF NFkB block,KKLEB tox,Shn3 3UTR inh,NR2E3 ag-1,C8 TRAIL sens,iPSC survival up,HIF-2a block,NR2E3 ag-2,LMP1 NFkB inh,Peg3 promoter
COc1ccccc1OCC(O)COC(N)=O (centres undefined),13,7,38,-9,-2,-4,0.6,-1,2,-6,-8
CC(C)=CC(=O)O[C@@H]1Cc2cc3ccc(=O)oc3cc2OC1(C)C,9,-10,8,-3,3,11,-4.5,-3,-21,2,9
CCCn1ncc(CN2CCCC(C(=O)c3cccc(OC(C)C)c3)C2)c1C (centres undefined),0,13,-4,x,-3,-8,-0.6,13,4,-5,12

Later entries
Compound,MITF TRPM1 inh,CF NFkB block,KKLEB tox,Shn3 3UTR inh,NR2E3 ag-1,C8 TRAIL sens,iPSC survival up,HIF-2a block,NR2E3 ag-2,LMP1 NFkB inh,Peg3 promoter
CC1=C(C(=O)O)N2C(=O)[C@@H](NC(=O)[C@H](N)c3ccc(O)cc3)[C@H]2SC1,-14,-3,5,-11,x,4,-0.2,-3,0,7,-9
Cc1nnc(NS(=O)(=O)c2ccc(N)cc2)s1,-7,-4,-36,-8,-1,-11,3.6,-9,-20,3,-9
CC1(C)O[C@H]2CC(=O)OCC23[C@H]2CC[C@@]4(C)[C@H](c5ccoc5)OC(=O)[C@H]5O[C@]54[C@]2(C)C(=O)C[C@@H]13 (some centres undefined),8,-3,3,-1,1,-9,1.0,-4,-4,-7,1
CCOC(=O)C1(CCOc2ccccc2)CCN(Cc2ccc(O)c(Cl)c2)CC1,-1,8,-13,7,x,2,-0.5,0,-15,-7,-1
Cc1onc(-c2ccccc2Cl)c1C(=O)N[C@@H]1C(=O)N2[C@@H]1SC(C)(C)[C@@H]2C(=O)O,4&0,2&19,-6&-4,-12&8,-1&-2,3&-1,0.3&-0.8,14&10,-24&-5,-2&2,-1&-2
Nc1ccc(C(=O)Nc2ccccc2N)cc1,6,-20,12,-71,-1,-14,-0.8,-90,-60,43*,-8
C/C=C/C=N\NC(=O)c1ccncc1,8,-5,-12,3,1,-2,-0.2,7,-24,-4,3
O=c1cc[nH]c(=O)[nH]1,-1,17,-5,-7,0,-7,8.0,0,-22,-3,5
c1ccc2c(CC3=NCCN3)cccc2c1,-12,24,-15,-4,2,-25,3.0,-6,-8,0,-5
C=C1c2cccc(O)c2C(=O)C2C(=O)[C@]3(O)C(=O)C(C(N)=O)C(=O)[C@@H](N(C)C)[C@@H]3[C@@H](O)[C@H]12 (some centres undefined),12,19,21,15,x,1,4.5,5,-3,0,5
CC(=O)[C@H]1CC[C@H]2[C@@H]3C[C@H](C)C4=CC(=O)CC[C@]4(C)[C@H]3[C@@H](O)C[C@]12C,-22,57*,20,35,-3,9,-2.9,17,28,57*,-7
Nc1cc(-c2ccncc2)c[nH]c1=O,8,5,24,2,-2,2,0.2,12,-6,8,-22
C[C@]12CC[C@H]3[C@@H](CCC4=CC(=O)CC[C@@]43C)[C@@H]1CC[C@@H]2C(=O)CO,6,29,3,4,1,-17,2.9,4,3,66*,31
C[C@H](CCC(=O)O)[C@H]1CC[C@H]2[C@@H]3[C@@H](O)C[C@@H]4C[C@H](O)CC[C@]4(C)[C@H]3CC[C@]12C,-7,-9,-4,-5,-3,0,1.9,-1,-7,-2,-10

These rows are one share of the data; rates above refer to the full screens.
